# UBC13 inh: blocks human UBC13 polyubiquitin chain formation | P61088 | TR-FRET | inhibition, % at 20 µM | 330,000 tested, 0.47% active; in the data active means inhibition above about 45%, passing the limit was not always enough
# SENP7 block: SENP7 protease inhibition | Q9BQF6 | inhibition, % at 5 µM | 330,000 tested, 1.5% active | AID 434973 | recombinant SENP7, Z-RLRGG-aminoluciferin luminescence, 40 min;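 active means inhibition above about 50% at the single test dose, limit read from the data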;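 further: plate controls were DMSO with enzyme for no effect and no enzyme buffer wells for full effect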
# Target sequence (Q9BQF6 706-1050 limits assumed): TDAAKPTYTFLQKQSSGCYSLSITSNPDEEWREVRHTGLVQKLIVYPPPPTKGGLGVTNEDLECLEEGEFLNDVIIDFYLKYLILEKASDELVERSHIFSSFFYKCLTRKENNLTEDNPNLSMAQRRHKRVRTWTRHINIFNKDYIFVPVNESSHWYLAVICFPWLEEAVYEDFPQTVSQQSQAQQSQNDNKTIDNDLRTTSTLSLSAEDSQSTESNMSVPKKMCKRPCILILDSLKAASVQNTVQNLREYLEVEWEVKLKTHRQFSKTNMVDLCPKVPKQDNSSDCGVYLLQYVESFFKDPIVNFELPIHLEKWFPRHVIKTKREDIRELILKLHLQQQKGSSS
# A3G deaminase: APOBEC3G (human) deaminase inhibition | Q9HC16 | recombinant A3G, ssDNA deamination FAM/TAMRA fluorescence | inhibition, % at 20 µM | 330,000 tested, 0.28% active | AID 493012;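 active means inhibition of at least 40% at 20 µM, with no more than 30% in the related APOBEC3A deaminase screen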;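 further: plate controls were DMSO wells with A3G for no effect and wells lacking A3G enzyme for full effect; some compounds called inactive have numbers as strong as hits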
# Apaf1 inhib: blocks human Apaf-1 apoptosome activity. O14727. reconstituted apoptosome caspase-3 activity, DEVD-Rh110 fluorescence. inhibition, % at 20 µM. 330,000 tested, 0.71% active. AID 489030; active means inhibition of at least 40% at 20 µM;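 further: plate controls were DMSO wells for no effect and DEVD-CHO caspase inhibitor wells for full effect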
#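 Material: reconstituted apoptosome with Apaf-1, cytochrome c, caspase-9, procaspase-3, dATP. Technique: Rh110 fluorescence intensity. Buffer or medium: pH 7.5 Hepes buffer with CHAPS, BSA, DTT. Times: 30 min plus 50 min, RT.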
# SENP8 block-1: blocks human SENP8 cleavage of Nedd8 substrate; recombinant SENP8, Nedd8 substrate fluorescence; AID 602440; 360,000 tested, 0.64% active; inhibition, % at 20 µM; Q96LD8; in the data active means inhibition mostly above about 40%, no sharp cut-off; inactive means mostly below about 27%
# Target sequence (Q96LD8 whole entry, looked up): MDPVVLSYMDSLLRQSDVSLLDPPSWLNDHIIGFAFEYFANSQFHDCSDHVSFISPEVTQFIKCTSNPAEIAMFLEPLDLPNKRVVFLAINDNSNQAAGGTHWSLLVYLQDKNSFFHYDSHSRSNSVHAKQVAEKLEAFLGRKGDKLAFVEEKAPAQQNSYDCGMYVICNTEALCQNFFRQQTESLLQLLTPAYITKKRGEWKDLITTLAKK
# SENP1 FRET inh: inhibitors of human SENP1 SUMO protease catalytic domain; 360,000 tested, 0.21% active; recombinant SENP1 catalytic domain, CyPet-SUMO1-YPet FRET cleavage; inhibition, % at 10 µM;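 active means inhibition at least 30% at 10 µM, raw YFP signal under a set limit, fluorescence ratio 0.5 to 1.5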;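 further: 0% = enzyme with DMSO and 100% = no enzyme wells; some results filed as inactive read as strong as hits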
#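 Controls: no-enzyme wells low, DMSO-plus-enzyme wells high control. Test system: human recombinant His6-tagged SENP1 catalytic domain enzyme. Reagent: SFCypet-SUMO1-SFYpet FRET protein substrate, 25 nM final. Doses: one dose per compound, 10 µM, 0.5% DMSO. Detection: FRET, CFP and YFP emission. Timing: 50 min reaction at room temperature.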
# SENP8 block-2: inhibitors of human SENP8 protease; Q96LD8; purified SENP8, Z-RLRGG-aminoluciferin cleavage, luminescence; inhibition, % at 10 µM; 330,000 tested, 1.2% active; AID 2540; in the data active means inhibition above about 50%
# SENP6 block: SENP6 protease inhibition. Q9GZR1. Recombinant SENP6 catalytic domain, aminoluciferin luminescence. inhibition, % at 10 µM. 330,000 tested, 1.8% active. AID 2599;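 active means inhibition above about 50% at the single tested dose, limit read from the data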;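 further: plate controls were DMSO wells with enzyme for no effect and DMSO wells lacking enzyme for full effect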
# The depositor's hits bear a star; . = no result given. This is a subset; count on the stated rates, not on these rows.
no.	mol	UBC13 inh	SENP7 block	A3G deaminase	Apaf1 inhib	SENP8 block-1	SENP1 FRET inh	SENP8 block-2	SENP6 block
1	Cc1ccc(OCC(=O)N2CCN(C)CC2)c(Br)c1	-2	-1	0	7	1	-1	-7	-10
2	COC(=O)C1=C(c2cccc(OCc3ccccc3)c2)C[C@@H]2CC[C@H]1N2C(=O)NCCCc1ccccc1	-6	2	-11	18	12	2	0	2
3	CCC(C(=O)N1CCC2(CC1)OCCO2)n1c2ccccc2c2nc(=O)cc(C)n21 (centres undefined)	0	-16	-7	3	-20	0	-9	3
4	CCCNS(=O)(=O)c1ccc(OCC(=O)N2CCN(C)CC2)cc1	-5	2	-3	-30	-3	0	3	-6
5	COc1ccc(NC(=O)c2cn(CCC#N)nc2-c2ccccc2)cc1	-2	7	0	-1	14	0	-9	2
6	Cc1ccc(-n2c(O)c(C=NCCC3=CCCCC3)c(=O)[nH]c2=O)cc1	-3	-3	-5	9	9	0	-7	-12
7	CC1=NN(c2ccccc2)C(=O)/C1=C/c1c(O)[nH]c(=O)[nH]c1=O	-18	6	-4	2	18	3	7	1
8	O=C(COc1ccc(Br)cc1)N1CCN(Cc2ccc3c(c2)OCO3)CC1	-14	-5	-2	8	7	1	0	10
9	Cc1cc(C=C2C(=O)NC(=O)NC2=O)c(C)n1-c1ccncc1	-8	0	-3	-4	1	-1	1	7
10	O=C1c2ccccc2C(=O)N1Cc1nc2ccccc2c(=O)n1-c1cccnc1	-4	2	1	-3	8	-1	-2	11
11	O=c1[nH]c(O)c(N=Nc2cc(C(F)(F)F)ccc2Cl)c(=O)[nH]1	-20	5	-1	8	16	-8	-1	-4
12	CC[C@H]1CN2CC[C@@]3(C(=O)Nc4ccccc43)[C@@H]2C[C@@H]1/C(=C\OC)C(=O)OC	3	2	-9	-10	1	-5	-3	-4
13	O=C(c1ccc(CNS(=O)(=O)c2ccc(Br)cc2)cc1)N1CCC2(CC1)OCCO2	1	-1	-5	0	20	2	4	-9
14	COC(=O)C1=C(c2ccc(OC)c(OC)c2)C[C@@H]2CC[C@H]1N2C(=O)N1CCOCC1	7	2	0	3	14	3	4	-1
15	CCOP1(=S)Oc2cc3c(cc2C(C(=O)OC)(C(F)(F)F)O1)OCO3 (centres undefined)	2	3	-3	-3	2	4	0	-44
16	O=C1/C(=C/c2ccncc2)N2CCC1CC2	4	6	-4	-13	22	1	-3	-11
17	COc1nc2ccccc2nc1N1CCN(C)CC1	-12	-8	-9	4	-54	0	-16	-12
18	CC1C(C)N1CC(O)Cn1ccnc1[N+](=O)[O-] (centres undefined)	1	-9	-7	-3	28	0	3	-12
19	c1ccc2c(CCNCc3ccc4c(c3)OCO4)c[nH]c2c1	-8	-7	7	-6	15	1	-7	-4
20	COc1cccc(C(=O)C2CCCN(Cc3cccc4c3OCO4)C2)c1 (centres undefined)	11	2	-3	-9	13	-1	8	-1
21	COC(=O)C1=C(c2cccc(C#N)c2)C[C@@H]2CC[C@H]1N2C(=O)NCCOc1ccccc1Cl	9	1	-8	5	29	2	1	-16
22	O=c1[nH]c(=O)n(Cc2ccco2)c(O)c1C=NCc1ccc2c(c1)OCO2	5	14	5	-8	12	-3	8	-6
23	CCOc1ccc(C(=O)OC2CC3CCC(C2)N3C)cc1 (centres undefined)	9	1	-5	-10	7	1	3	2
24	C=CCc1cc(OC)c2c(c1)OCO2	1	-3	-4	-7	22	0	4	-4
25	CC(=O)N1CCN(c2ccc([N+](=O)[O-])cc2C=C2C(=O)NC(=O)NC2=O)CC1	-14	7	-7	3	22	5	5	14
26	C=CCN(CC#CCOc1ccccc1OC)CC=C	-8	1	-7	0	.	.	-2	-38
27	O=C(Nc1ccc2c(c1)OCO2)c1cn(Cc2ccc(F)cc2)nn1	-9	-6	-1	5	2	-4	-14	5
28	O=C(O)c1nn(Cc2ccc(Cl)cc2Cl)c2ccccc12	-7	-2	-1	0	5	1	5	-14
29	COc1cccc(CN2CCCCC2c2cccnc2)c1 (centres undefined)	6	2	-3	-15	13	-1	6	5
30	O=P(Nc1ccccc1)(Oc1ccccc1)Oc1ccccc1	-5	-5	-9	28	12	0	-14	-22
31	CCOC(=O)c1c(-c2ccc(OC)cc2)oc2ccc(OC(=O)N(C)C)cc12	22	-5	-3	31	-304	0	1	-5
32	CN1CCc2cccc(Cl)c2CC1	7	2	-8	-9	11	-3	1	-6

# Excerpt, nos. 1–16
no.	mol	UBC13 inh	SENP7 block	A3G deaminase	Apaf1 inhib	SENP8 block-1	SENP1 FRET inh	SENP8 block-2	SENP6 block
1	Cc1ccc(OCC(=O)N2CCN(C)CC2)c(Br)c1	-2	-1	0	7	1	-1	-7	-10
2	COC(=O)C1=C(c2cccc(OCc3ccccc3)c2)C[C@@H]2CC[C@H]1N2C(=O)NCCCc1ccccc1	-6	2	-11	18	12	2	0	2
3	CCC(C(=O)N1CCC2(CC1)OCCO2)n1c2ccccc2c2nc(=O)cc(C)n21 (centres undefined)	0	-16	-7	3	-20	0	-9	3
4	CCCNS(=O)(=O)c1ccc(OCC(=O)N2CCN(C)CC2)cc1	-5	2	-3	-30	-3	0	3	-6
5	COc1ccc(NC(=O)c2cn(CCC#N)nc2-c2ccccc2)cc1	-2	7	0	-1	14	0	-9	2
6	Cc1ccc(-n2c(O)c(C=NCCC3=CCCCC3)c(=O)[nH]c2=O)cc1	-3	-3	-5	9	9	0	-7	-12
7	CC1=NN(c2ccccc2)C(=O)/C1=C/c1c(O)[nH]c(=O)[nH]c1=O	-18	6	-4	2	18	3	7	1
8	O=C(COc1ccc(Br)cc1)N1CCN(Cc2ccc3c(c2)OCO3)CC1	-14	-5	-2	8	7	1	0	10
9	Cc1cc(C=C2C(=O)NC(=O)NC2=O)c(C)n1-c1ccncc1	-8	0	-3	-4	1	-1	1	7
10	O=C1c2ccccc2C(=O)N1Cc1nc2ccccc2c(=O)n1-c1cccnc1	-4	2	1	-3	8	-1	-2	11
11	O=c1[nH]c(O)c(N=Nc2cc(C(F)(F)F)ccc2Cl)c(=O)[nH]1	-20	5	-1	8	16	-8	-1	-4
12	CC[C@H]1CN2CC[C@@]3(C(=O)Nc4ccccc43)[C@@H]2C[C@@H]1/C(=C\OC)C(=O)OC	3	2	-9	-10	1	-5	-3	-4
13	O=C(c1ccc(CNS(=O)(=O)c2ccc(Br)cc2)cc1)N1CCC2(CC1)OCCO2	1	-1	-5	0	20	2	4	-9
14	COC(=O)C1=C(c2ccc(OC)c(OC)c2)C[C@@H]2CC[C@H]1N2C(=O)N1CCOCC1	7	2	0	3	14	3	4	-1
15	CCOP1(=S)Oc2cc3c(cc2C(C(=O)OC)(C(F)(F)F)O1)OCO3 (centres undefined)	2	3	-3	-3	2	4	0	-44
16	O=C1/C(=C/c2ccncc2)N2CCC1CC2	4	6	-4	-13	22	1	-3	-11
